Screening results from PubChem BioAssay.
N370S GC – inhibitors or activators of N370S glucocerebrosidase for Gaucher disease. P04062. N370S GC spleen homogenate, 4MU-glucoside fluorescence. Potency, µM (titrated, usually from 59.4 µM), for the others: top-dose activity change, negative = inhibition, actives largely listed as inhibitors. 330,000 tested, 0.092% active. AID 2101;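 also: 0% = full enzyme activity and -100% = no enzyme basal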
FEN1 inhibitor – blocks human flap endonuclease 1 | P39748 | Recombinant FEN1 flap cleavage, fluorescence, 15 min | Potency, µM (doses to about 114 µM), for the others: top-dose activity change, negative = inhibition, most hits filed as inhibitors | 390,000 tested, 0.35% active | AID 588795; also: nearly all actives have a fitted effect of over 65% in size
Target sequence (P39748 whole entry, looked up): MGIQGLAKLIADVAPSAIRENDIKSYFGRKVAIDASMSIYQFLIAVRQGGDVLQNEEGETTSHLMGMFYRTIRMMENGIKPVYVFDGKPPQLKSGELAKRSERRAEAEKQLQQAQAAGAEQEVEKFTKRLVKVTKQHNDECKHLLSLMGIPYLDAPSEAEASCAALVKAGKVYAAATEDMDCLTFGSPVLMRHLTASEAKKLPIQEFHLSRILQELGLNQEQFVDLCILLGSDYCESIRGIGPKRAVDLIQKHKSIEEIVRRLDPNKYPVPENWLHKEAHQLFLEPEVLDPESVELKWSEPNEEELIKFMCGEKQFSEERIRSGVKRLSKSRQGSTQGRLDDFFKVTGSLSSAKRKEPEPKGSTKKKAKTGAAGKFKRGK
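Reaction started by adding substrate (50 nM final) to 10 nM enzyme after 15 min room-temperature compound preincubation. Reads at 0 and 15 min, with data normalized and fitted to a four-parameter Hill equation.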
TDP1 inh – TDP1 (human) enzyme inhibition; Q9NUW8; recombinant TDP1, AlphaScreen DNA substrate cleavage; Potency, µM (series often up to 130 µM), without a hit: top-dose activity change, negative = inhibition, actives largely listed as inhibitors; 350,000 tested, 0.28% active; also: nearly all actives have a fitted effect of over 40% in size
Target sequence (Q9NUW8 whole entry, looked up): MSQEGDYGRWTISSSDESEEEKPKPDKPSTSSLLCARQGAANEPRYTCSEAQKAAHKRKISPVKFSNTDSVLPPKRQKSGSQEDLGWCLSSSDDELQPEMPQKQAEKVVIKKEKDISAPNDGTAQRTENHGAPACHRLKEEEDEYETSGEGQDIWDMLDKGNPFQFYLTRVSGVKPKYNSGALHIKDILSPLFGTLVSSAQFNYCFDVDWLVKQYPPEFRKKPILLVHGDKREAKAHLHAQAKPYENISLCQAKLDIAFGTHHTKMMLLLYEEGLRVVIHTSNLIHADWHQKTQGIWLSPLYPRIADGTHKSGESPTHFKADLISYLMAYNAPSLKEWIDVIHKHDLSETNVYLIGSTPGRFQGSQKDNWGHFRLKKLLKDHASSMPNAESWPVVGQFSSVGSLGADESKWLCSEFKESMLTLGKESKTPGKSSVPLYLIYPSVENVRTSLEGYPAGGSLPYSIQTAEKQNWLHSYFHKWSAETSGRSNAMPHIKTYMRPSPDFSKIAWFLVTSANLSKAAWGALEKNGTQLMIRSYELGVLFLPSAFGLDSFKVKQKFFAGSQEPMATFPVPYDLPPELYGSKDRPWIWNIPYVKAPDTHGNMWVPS
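E. coli-derived human Tdp1, 1 nM final. Cpd preinc 15 min RT; substrate 15 nM final, 5 min RT; AS bead mix 10 ug/ml final, 10 min RT. Signal loss = tyrosine-FITC cleavage. No-enzyme wells = max signal.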
Numbers without * were called inactive; ? = inconclusive; . = not tested or not shown; & = joins results of further samples; [ ] = dose if it differs, or a comment. Calls follow the shape of the dose curve; as a rule, active = well fitted curve in the direction sought with a large enough effect; inconclusive = small, poorly fitted or top-dose-only effect, or another doubt; inactive = no such curve, though single readings can be large; an effect the other way counts as inactive or inconclusive. Unless noted, % is scaled to controls: 0 for no effect and ±100 for the full control effect; potency is read from the fitted curve at half-maximal effect.

mol	N370S GC	FEN1 inhibitor	TDP1 inh
CC(=O)c1ccc(NC(=S)NC(=O)/C=C/c2ccc(F)cc2)cc1	-2%	1%	.
CCC(=O)Nc1nc2ccc(NC(=O)c3cc(OC)c(OC)c(OC)c3)cc2s1	-4%	-11%	6%
Cc1ccnc(NC(=O)c2ccc(S(=O)(=O)N3CCCCC3)cc2)c1	.	-15%	2%
COC(=O)C[n+]1cccc2ccccc21	-2%	-11%	3%
COCCNC(=S)N(CCc1c(C)[nH]c2ccc(C)cc12)Cc1cccnc1	-8%	-15%	.
COc1ccc(S(=O)(=O)N2CCC(C(=O)NCCCc3ccccc3)CC2)cc1	-10%	-12%	0%
Cc1ccc(C(=O)N(Cc2ccco2)Cc2ccco2)cc1	.	4%	5%
CCc1cccc(C)c1NC(=O)COC(=O)CSCc1ccccc1	.	5%	-4%
OC(c1ccccc1)c1nccn1Cc1ccccc1 (stereo not given)	-3%	-8%	3%
COc1ccc(CCNC(=O)CSc2nc(C)nc3sccc23)cc1OC	-9%	-2%	4%
COc1ccc(N(CC(=O)Nc2ccc(OC)cc2OC)S(=O)(=O)c2ccccc2)cc1	9%	3%	-2%
COc1ccc(NC(=O)c2c(Cl)cnn2C)c(C)c1	15%	8%	.
COc1cc(C=O)cc(OC)c1OS(=O)(=O)c1ccc(NC(C)=O)cc1	13%	12%	3%
O=[N+]([O-])c1ccccc1S(=O)(=O)Nc1nc2ccccc2s1	-11%	4%	3%
CC(NC(=O)COC(=O)Cn1cc(C(F)(F)F)ccc1=O)c1ccccc1 (stereo not given)	.	18%	1%
CCC(CC)C(=O)Nc1ccc2nc(SCc3ccccc3)sc2c1	.	4%	-9%
COc1ccc(N(CC(=O)NCc2ccco2)S(=O)(=O)c2ccc(C)cc2)cc1	9%	11%	3%
COC(=O)CCC(=O)Nc1ccc(C)cc1OC(=O)CCC(=O)OC	1%	-4%	0%
COC(=O)c1ccc(C(NC(=O)OCc2ccccc2)/C(I)=C/[C@@H](C)C(=O)NCC2CC2)cc1 (stereo not given in full)	-11%	.	5%
O=C(c1ccncc1)N(Cc1ccco1)Cc1cc2ccccc2[nH]c1=O	-13%	-11%	6%
N#Cc1ccc(-c2nc3ccccc3c(=O)n2O)cc1	0%	-5%	.
CCCCOC(=O)C1=C(C)Nc2ncnn2C1c1cc(OC)c(OC)cc1OC (stereo not given)	0%	-3%	5%
COc1ccccc1-c1c(C)oc2c(CN3CCCCC3C)c(O)ccc2c1=O (stereo not given)	?	5%	.
COc1cc(OC)cc(C(=O)Nc2cccc(-c3ccc4nncn4n3)c2)c1	1%	.	2%
COC(=O)Cn1cnc2c(nnn2Cc2ccc(Cl)cc2)c1=O	4%	-2%	3%
O=C(CCCOc1ccc(Cl)cc1Cl)Nc1ccc(O)cc1C(=O)O	3%	1%	5%
Oc1ccc2ccccc2c1CN1CCN(c2ccccc2F)CC1	-6%	-4%	8%
CC1CCCN(C(=O)COC(=O)c2ccc[nH]c2=O)C1 (stereo not given)	-1%	1%	4%
Cc1ccc(N2C(=O)CC(N3CCN(S(=O)(=O)c4ccccc4)CC3)C2=O)c(C)c1 (stereo not given)	-5%	0%	4%[56.1 µM]
COc1ccc(N2CC(C(=O)N[C@@H](C)C(=O)N[C@H](CO)c3ccccc3)CC2=O)cc1 (stereo not given in full)	3%	0%	.
O=C(c1ccc(N2CCN(C3CC(=O)N(Cc4cccs4)C3=O)CC2)cc1)c1cccnc1 (stereo not given)	-12%	-6%	5%
O=C1NC2(CCCc3ccccc32)C(=O)N1Cc1nnc(-c2ccccc2Br)o1 (stereo not given)	11%[2.35 µM]	1%	7%
CCOC(=O)c1cnc(SC)nc1Oc1cccc(NC(=O)c2ccc(Cl)cc2)c1	5%	2%	-5%
CC(=O)OC(C(=O)N1CCN(c2ccccc2F)CC1)c1ccccc1 (stereo not given)	12%	-1%	-2%
CC(=O)Nc1ccc(NC(=O)CSC2=NCCS2)cc1	-9%	4%	0%
O=C(CN(C(=O)CCC(=O)Nc1nccs1)c1ccc2c(c1)OCO2)NCC1CCCO1 (stereo not given)	1%	1%	0%
CCCCOCCCNC(=O)CCCOc1ccccc1	-6%	-2%	6%
CC1CCCN(c2ccc(/C=C(\C#N)c3nn(-c4ccccc4)c(N)c3C#N)cc2[N+](=O)[O-])C1 (stereo not given)	5%	4%	6%
CCOc1ccc(NC(=O)CCc2nnc3ccc(N4CCC5(CC4)OCCO5)nn23)cc1	-4%	-14%	5%
Cc1cc(NC(=O)CSc2nc(=O)cc(N)n2-c2ccc(F)cc2)no1	-2%	-4%	100µM*
COC(=O)C1=C(C)NC(C)=C(C(=O)OC)C1c1cc2ccc(C)cc2[nH]c1=O	21%	-6%	-1%
COCCCNC(=O)C(F)(F)C(F)(F)C(=O)NCCCOC	1%	6%	-4%
COC(=O)C1=C(C)N(Cc2ccccc2)C(=NCc2cccc(Cl)c2)N[C@H]1c1cccc(F)c1	-22%	?	4%
Cc1ccc(OCC(=O)OCC(=O)Nc2sccc2C(N)=O)cc1C	3%	-16%	-3%
COc1cc(/C=C2\S/C(=N/S(=O)(=O)c3ccccc3)NC2=O)c([N+](=O)[O-])cc1OC	1%	?	-8%

TDP1 inh: hit marks shown above
Molecule	N370S GC	TDP1 inh
Cc1cc(NC(=O)CSc2nc(=O)cc(N)n2-c2ccc(F)cc2)no1	-2%	100µM*

(continued)
mol	N370S GC	FEN1 inhibitor	TDP1 inh
COC(=O)c1nnn(CC(=O)Nc2ccc(C)c(F)c2)c1C(=O)OC	-2%	-8%	8%
COCC(=O)Nc1cc(=O)n(C)c(=O)n1C	-26%	0%	6%
Cc1cc2cc(CNC(=O)C(C)Oc3ccccc3)ccc2n1C (stereo not given)	0%	-10%	.
COCCCNC(=O)c1sc2nc(C)c(C(=O)Nc3ccc(C)cc3C)c(-c3ccc(Br)cc3)c2c1N	.	-25%	-3%
COCc1nnc(NC(=O)c2ccco2)s1	4%	-3%	3%
Clc1ccc(C2Nc3cccc4cccc(c34)N2)cc1Cl	-2%	1%	.
N#C/C(C(=O)Oc1ccccc1)=C1\C=Cc2ccccc2N1	-21%	2%	4%
COCCNc1oc(-c2ccc(Cl)cc2)nc1C#N	12%	0%	2%
O=C(N[C@@H](CO)[C@@H](O)c1ccc([N+](=O)[O-])cc1)C(Cl)Cl	-1%[21.6 µM]	.	0%[56.1 µM]
Cc1cc(C)c([N+](=O)[O-])cc1-c1ccc(/C=N/NC(=O)c2nonc2N)o1	-25%	-4%	10%
CC(=O)c1ccc(OCCCC(=O)Nc2cccc(S(=O)(=O)N3CCCCCC3)c2)cc1	.	7%	2%
O=C(CNC(=O)c1ccc(Cl)cc1)OCc1nc2ccccc2s1	8%	-7%	-3%
Cc1cc(C(=O)Nc2nc3c(s2)CCCC3)cs1	19%	0%	6%
CC(=O)N1CCN(S(=O)(=O)c2cccc(C(=O)Nc3ccccc3N3CCCCC3)c2)CC1	-14%	1%	.
CC/C(=N\NC(=S)NC(C)C)c1ccc(OC(F)F)cc1	15%	-18%	5%
COc1ccc(C(=O)Nc2c(F)c(F)c(F)c(F)c2F)c(OC)c1	6%	-1%	-5%
Cc1ccc(C)c(Nc2nc(-c3ccccc3)c3cc(Br)ccc3n2)c1	.	-34%	1%[12.3 µM]
CCOc1ccc(CC(=O)Nc2sc(Cc3ccccc3)cc2C(N)=O)cc1OCC	-2%	-19%	0%
CCn1c(=O)c2c(nc3n2CCCN3CCc2ccccc2)n(C)c1=O	-2%	-2%	2%
N#Cc1ccc(NC(=O)Cn2cnc([N+](=O)[O-])c2)cc1	1%	8%	4%
CCOc1ccc(N=C2NC(=O)/C(=C/C(=O)OC)S2)cc1	?	4%	0%
C[C@@H]1CN([C@H](C)CO)C(=O)c2cc(NC(=O)Nc3ccc(C(F)(F)F)cc3)ccc2O[C@H]1CN(C)Cc1ccc(Cl)c(Cl)c1	.	-16%	2%
O=C(Nc1ccc(F)c([N+](=O)[O-])c1)c1cccs1	5%	-9%	5%
Cc1c(OCC(=O)NCc2cccnc2)ccc2c3c(c(=O)oc12)CCCC3	-1%	20%	-4%
Cc1ccc(-n2c(C)cc(C(=O)CN3CCCCC3)c2C)cc1	?	-1%	6%
O=C(Nc1cccc(F)c1)C1CCCN(S(=O)(=O)c2cccc3cccnc23)C1 (stereo not given)	2%	4%&6%	2%&1%
Cc1ccc(C)c(Cn2c(=O)n(Cc3ccc(C(=O)NC4CCN(Cc5ccccc5)CC4)cc3)c(=O)c3ccccc32)c1	.	18%	-2%
O=c1ccc2c(OCCCCOc3ccccc3)c3ccoc3cc2o1	?	.	-3%
COc1ccc(Sc2nc(-c3ccccc3)ncc2OC)cc1	-1%	-4%	-5%
CSc1ncc(Cl)c(C(=O)Nc2ccc(C)c(C)c2)n1	-11%	8%	.
O=C(c1cc(-c2ccc(O)cc2)on1)N1CCN(c2ccc(F)cc2)CC1	-13%	6%	.
CCCc1ccc(-c2csc(NC(=O)Cc3cccs3)n2)cc1	3%	-2%	2%
Cc1ccc(C(=O)NN2C(=O)CSC2=S)cc1	-2%	1%	1%
CC(=O)Nc1c(I)c(C(=O)N[C@H]2[C@@H](O)[C@H](O)[C@H](CO)O[C@@H]2O)c(I)c(N(C)C(C)=O)c1I	6%[21.6 µM]	.	14%[21 µM]
Cc1ccc(C)c(-c2nnc(NC(=O)C3=COCCO3)o2)c1	-4%	-2%	.
Cc1ccccc1NS(=O)(=O)c1ccc2[nH]cc(C(=O)NC(C)c3ccccc3)c(=O)c2c1 (stereo not given)	.	-6%	?
Cc1c(NC(=O)C(C)OC(=O)/C=C/c2ccccc2)c(=O)n(-c2ccccc2)n1C (stereo not given)	-7%	-2%	-3%
CCOC(=O)C1(Cc2cccc(Cl)c2)CCCN(C(=O)c2cn[nH]c2)C1 (stereo not given)	-34%	-2%	2%
COc1ccc(N(CC(=O)Nc2ccccc2C(=O)N2CCCC2)S(=O)(=O)c2ccccc2)cc1	3%	-6%	2%
Cn1cnnc1SCC(=O)NC1CCCN(Cc2ccccc2F)C1 (stereo not given)	-1%	1%	2%
CN=C(Nc1ccc2c(c1)OCO2)SC1CC(=O)N(c2ccccc2)C1=O (stereo not given)	4%	1%	2%
O=S(=O)(c1ccccc1)c1nc(-c2ccco2)oc1N1CCOCC1	2%	-6%	4%
O=C(O)C1CC(=O)N(c2ccc3c(c2)OCCO3)C1 (stereo not given)	-17%	-10%	3%
COc1ccc(-c2csc(/C(C#N)=C/Nc3ccc4c(c3)OCCO4)n2)cc1	-1%	-16%	6%
CC1OC(O[C@H]2CC[C@]3(C)C4C=C[C@]56OC[C@@]7(CC[C@@H](C)[C@H](C)C75)[C@H](O)C[C@@]6(C)[C@]4(C)CC[C@H]3C2(C)C)C(OC2OC(CO)C(O)C(O)C2OC2OCC(O)C(O)C2O)C(O)C1O (stereo not given in full)	-20%	.	1%
Cc1c(NC(=O)CN2C(=O)C3C4C=CC(C4)C3C2=O)c(=O)n(-c2ccccc2)n1C (stereo not given)	11%	-2%	-1%
Cc1ccc(C(=O)Nc2ccc3c(c2)C(=O)NC3=O)cc1	-14%	-12%	.
Cc1ccc(C2C(C(=O)c3cccs3)=C(O)C(=O)N2c2nnc(C)s2)cc1 (stereo not given)	-12%	3%	4%
COC(=O)c1ccc(NC(=S)Nc2cccc(C)n2)cc1	9%	-10%	-8%
Cc1ccc(N2C(=O)N(CC(=O)Nc3ccc(C)cc3[N+](=O)[O-])C(=O)C2C)cc1 (stereo not given)	-20%	-8%	.
COc1ccc(CNCc2ccccc2)cc1COc1ccc(NC(C)=O)cc1	.	-23%	-4%

Sorted by count of non-hydrogen atoms (largest number first): three of the compounds above
mol	N370S GC	FEN1 inhibitor	TDP1 inh
Cc1c(NC(=O)CN2C(=O)C3C4C=CC(C4)C3C2=O)c(=O)n(-c2ccccc2)n1C (stereo not given)	11%	-2%	-1%
Cc1ccc(N2C(=O)N(CC(=O)Nc3ccc(C)cc3[N+](=O)[O-])C(=O)C2C)cc1 (stereo not given)	-20%	-8%	.
Cc1ccc(C(=O)Nc2ccc3c(c2)C(=O)NC3=O)cc1	-14%	-12%	.

Whole records, quoted from the list. Order of values: N370S GC | FEN1 inhibitor | TDP1 inh
Shown for Cc1ccc(N2C(=O)N(CC(=O)Nc3ccc(C)cc3[N+](=O)[O-])C(=O)C2C)cc1 (stereo not given) : -20% | -8% | .
Shown for Cc1c(NC(=O)CN2C(=O)C3C4C=CC(C4)C3C2=O)c(=O)n(-c2ccccc2)n1C (stereo not given) : 11% | -2% | -1%
